AMA1 RON2 block – AMA1-RON2 (P. falciparum) interaction inhibition; AlphaScreen AMA1-biotinylated RON2 peptide binding; Potency, µM (highest dose often 58.2 µM), for inactives: at the highest dose activity change, negative = inhibition, actives largely listed as inhibitors; actives 0.2% (n = 360,000);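 also: potency is read from the fitted curve at half-maximal effect; 0% = vehicle wells and -100% = peptide control; nearly all actives have a fitted effect of over 45% in size; some results filed as inactive show a strong effect at the top dose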
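AMA1 (3D7) with his tag at 25 nM final met compounds first, then biotinylated RON2 peptide at 25 nM; detection used donor plus acceptor beads, 10 µg/mL apiece, read by AlphaScreen after 30 min at room temperature.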
Tb PYK inh – blocks Trypanosoma brucei pyruvate kinase; TbPYK enzyme, Kinase-Glo Plus ATP luminescence, 45 min; Potency, µM (top dose mostly 76.8 µM), for inactives: at the top dose activity, negative = inhibition, actives largely listed as inhibitors; actives 0.12% (n = 410,000); AID 624173; also: potency is read from the fitted curve at half-maximal effect; % is scaled to controls: 0 for no effect and ±100 for the full control effect; nearly all actives have a fitted effect of over 50% in size
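In this concentration-response screen, enzyme-free wells defined baseline while DMSO plates tracked drift. Each reaction combined TbPYK, substrate, compound and 130 uM ADP for 45 min at room temperature. Kinase-Glo Plus luminescence gave the signal.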
Pf growth 96h – P. falciparum growth inhibition at 96 hour, primary screen for plastid delayed-death inhibitors | P. falciparum luciferase reporter growth, 96 h | Potency, µM (series often up to 28.7 µM), for inactives: at the highest dose activity change, negative = inhibition, most hits filed as inhibitors | actives 6.9% (n = 320,000); also: potency is read from the fitted curve at half-maximal effect; % is scaled to controls: 0 for no effect and ±100 for the full control effect
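P. falciparum expressing integrated firefly luciferase, in erythrocytes at 2% hematocrit, 0.05% parasitemia, incubated with compounds 96 h at 37 C, 5% CO2. Growth inhibition read as loss of luminescence; two-generation exposure targets delayed-death apicoplast inhibitors.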
Shiga inhibitor – blocks Shiga toxin action in Vero cells; Vero cells, Shiga toxin protein synthesis inhibition reporter; inhibition, % at 38.7 µM; actives 9.2% (n = 290,000); AID 2315; in the data active = inhibition mostly above about 28%, no sharp cut-off; inactive = mostly below about 43%; also: 0% is about no effect
LmPK inhibitor – LmPK (Leishmania mexicana) enzyme inhibition | Q27686 | purified LmPK, Kinase-Glo ATP luminescence, 1 h | Potency, µM (top dose mostly 57.5 µM), for the others: at the top dose activity change, negative = inhibition, hits mostly inhibitors | actives 0.37% (n = 290,000); also: potency is read from the fitted curve at half-maximal effect; % is scaled to controls: 0 for no effect and ±100 for the full control effect
Target sequence (Q27686 whole entry, looked up): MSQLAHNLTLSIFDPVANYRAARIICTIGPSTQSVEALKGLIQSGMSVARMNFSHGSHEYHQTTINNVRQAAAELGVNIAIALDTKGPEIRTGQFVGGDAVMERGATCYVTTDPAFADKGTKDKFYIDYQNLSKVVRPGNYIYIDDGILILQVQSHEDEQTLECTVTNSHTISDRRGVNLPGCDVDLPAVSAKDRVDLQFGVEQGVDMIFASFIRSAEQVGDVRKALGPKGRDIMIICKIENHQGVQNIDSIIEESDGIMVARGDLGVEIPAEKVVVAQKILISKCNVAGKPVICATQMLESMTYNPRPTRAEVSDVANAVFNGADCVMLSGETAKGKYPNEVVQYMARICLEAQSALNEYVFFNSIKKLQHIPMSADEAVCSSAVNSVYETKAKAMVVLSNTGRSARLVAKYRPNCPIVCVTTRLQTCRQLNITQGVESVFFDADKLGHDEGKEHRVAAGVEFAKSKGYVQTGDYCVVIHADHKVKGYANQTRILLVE
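Kinase-Glo luminescence read after 1 h RT reaction of 0.1 nM LmPK with 0.5 mM PEP and 0.1 mM ADP. Activity scaled between uninhibited and enzyme-free controls.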
Cycloheximide cs – affects cycloheximide protein synthesis inhibition readout, counter-screen; max response, %; cell reporter, cycloheximide protein synthesis inhibition counterscreen; actives 12% (n = 300,000); in the data active = max response mostly above about 13%, no sharp cut-off; inactive = mostly below about 14%; also: read at 38.3 µM for the half of the compounds with a filed dose; 0% is about no effect
Pf growth 48h – inhibits P. falciparum growth in the first generation, 48 h. actives 5.9% (n = 310,000). P. falciparum luciferase growth in erythrocytes, 48 h. AID 504832. Potency, µM (series often up to 28.7 µM), for inactives: at the top dose activity change, negative = inhibition, usual class: inhibitors; also: potency is read from the fitted curve at half-maximal effect; % is scaled to controls: 0 for no effect and ±100 for the full control effect
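Luciferase-expressing P. falciparum in infected erythrocytes (2% hematocrit, 0.1% parasitemia final) in RPMI 1640/0.5% Albumax were exposed to compound for 48 hours at 37 C, 5% CO2; growth read as luminescence.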
Starred values were filed as active, the others as inactive; ? = inconclusive; · = no result given; & = joins results of further samples; [ ] = another dose, or the depositor's remark. Unless noted, calls follow the shape of the dose curve; as a rule, active = well fitted curve in the direction sought with a large enough effect; inconclusive = small, poorly fitted or top-dose-only effect, or another doubt; inactive = no such curve, though single readings can be large; an effect the other way counts as inactive or inconclusive.

SMILES	AMA1 RON2 block	Tb PYK inh	Pf growth 96h	Shiga inhibitor	LmPK inhibitor	Cycloheximide cs	Pf growth 48h
O=C(O)c1ccccc1C(=O)NC1CCCc2ccccc21 (centres undefined)	-10%	-1%	-11%	-4	0%	-2	30%[activator]
O=C(c1oc(=O)c2ccccc2c1-c1ccccc1)N1CCN(C2CCCCC2)CC1	-14%	1%	15%	-5	4%	-5	·
O=S(=O)(NC1CCCCC1Oc1ccccc1)c1ccc(Cl)cc1 (centres undefined)	8%	-2%	54%[activator]	-6	-3%	-2	5%
CC1CC(C)(C)NC(=S)N1CCC(=O)NCCc1ccc(Cl)cc1 (centres undefined)	5%	-4%	?	-15	7%	-3	-11%
Cc1ccccc1NC(=S)c1ccc2ccccc2n1	-1%	-9%	20%	97*	1%	48*	-27%
CCOc1ccc(CNCc2c(C(=O)O)n(Cc3ccccc3C)c3cc(OC)ccc23)cc1OC	·	-3%	·	4	·	-3	·
Cc1cc(C)c(-c2cc(NC(=O)CSc3n[nH]c(N)n3)n(-c3ccccc3)n2)cc1C	3%	32%[activator]	·	-7	4%	2	5%
C#CC(C)(C)NC(=S)NC1CC2C=CC1C2 (centres undefined)	4%	2%	?	-9	1%	-3	?
O=C(NCC(c1ccco1)N1CCCC1)c1cccc(S(=O)(=O)N2CCOCC2)c1 (centres undefined)	-2%	0%	?	·	·	·	?
CCOC(=O)N1CCC2(CC1)C(C#N)=C(N)Oc1n[nH]c(CSc3ccc(C)cc3)c12	13%	6%	66%[activator]	19	4%	3	-11%
COc1ccccc1C(=O)NCCCN1CCCC1=O	0%	-1%	·	1	3%	9	33%
Cc1ccc(-c2nn(CCC(=O)NC(C)C)c(=O)c3ccccc23)cc1	4%	-1%	15%	-6	3%	-13	5%[0.00184 µM]
O=C(NCc1csc(-c2cccs2)n1)Nc1cccc(Cl)c1	21%	-1%	?	-13	-3%	11	18%
CCc1noc(C)c1C(=O)NNC(=O)COc1ccc(C)c(C)c1	40%[activator]	2%	19%	·	·	·	-10%
O=C(N/N=C/c1ccco1)c1cc(C2CC2)[nH]n1	34%[activator]	-6%	78%[activator]	118*	-28%	35*	90%[activator]
COc1cc(NC(=O)c2ccco2)ccc1NC(=O)C(C)C	0%	6%	-10%	-9	3%	10	·
COC(=O)C(NC(=O)c1cccnc1Cl)C(C)C (centres undefined)	15%	-1%	32%[activator]	-3	2%	-3	70%[activator]
Cc1onc(-c2ccccc2)c1C(=O)N1CCN(S(=O)(=O)c2ccc(Cl)cc2)CC1	2%	-8%	15%	-13	-1%	-4	17%
CCCCN1C(=O)C(NC(=O)C2CC2)(C(F)(F)F)C2=C1CC(C)(C)CC2=O (centres undefined)	1%	5%	0%	-15	7%	-3	8%
S=C1NC(c2ccccc2)=NCN1c1ccc(Br)cc1	-11%	-1%	?	29	3%	11	·
CC(=O)C1=C(C)Nc2ncnn2C1c1ccc(Cl)cc1Cl (centres undefined)	0%	1%	14%	14	0%	11	?
COC(=O)c1ccccc1NC(=O)CSc1nnc(-c2ccoc2C)n1C	12%	4%	?	-16	4%	8	-19%
O=C(Nc1cccc(Cl)c1)c1cccnn1	1%	1%	-6%	25	-2%	22	20%
CCOC(=O)c1c(S(=O)(=O)NCC(=O)Nc2cccc(F)c2)c(C)n(C)c1C	0%	5%	-19%	-8	4%	-1	0%
NS(=O)(=O)c1cccc(NC(=O)COC(=O)CN2C(=O)c3ccccc3C2=O)c1	3%	-8%	-9%	·	·	·	-13%
CCCCOP(=O)(c1ccc(N(C)C)cc1)C(O)c1ccc(N(C)C)cc1 (centres undefined)	-15%	-3%	-22%	-11	2%	-1	-13%[0.00184 µM]
O=C(Nc1nccs1)c1cc(-c2ccccn2)nc2c(Cl)cccc12	24%	-10%	?	12	4%	-2	17%
Cn1cccc1C(=O)Nc1nc(-c2ccccn2)cs1	-9%	?	15µM*	83*	?	51*	?
CCN(CC)C(=O)c1cn(C)c(=O)c2cc(OC)c(OC)cc12	6%	-11%	?	12	-9%	-1	-1%
Nc1nc(SCC(=O)Nc2cc(S(=O)(=O)N3CCOCC3)ccc2Cl)n[nH]1	1%	-25%	-9%	-22	0%	-1	-5%
N#Cc1ccc(C(=O)OCC(=O)Nc2ccc(N3CCOCC3)cc2)cc1	-13%	5%	16%	-12	4%	9	12%
Cc1nnc(SC(C)C(=O)Nc2ccc(S(=O)(=O)N3CCCCC3)cc2)s1 (centres undefined)	-6%	0%	0%	-5	5%	-2	?
O=c1[nH]nc(SCCS(=O)(=O)c2ccc(F)cc2)n1-c1ccccc1	-22%	3%	-23%	-11	4%	12*	?
CC(=O)N(c1ccccc1)c1nnc(-c2cnc(C)cn2)s1	0%	-4%	18%	68*	1%	29*	0%
O=Cc1c[nH]c2ncccc12	6%	2%	23%	12	-7%	9	-12%
CC(C)[C@H](N)C(=O)OCCOCn1cnc2c(=O)[nH]c(N)nc21	11%&9%	-11%&-7%&3%	?	-1	·	0	0%&-8%
Cc1ccnc(NC(=O)c2cccc(S(=O)(=O)NCc3ccccc3)c2)c1	-19%	-12%	9%	·	·	·	?
Cc1cc(NC(=O)CN2CCCC2c2nc3ccccc3s2)no1 (centres undefined)	35%[activator]	-14%	?	26	3%	2	?
CC1(C)Cc2c(cnn2-c2ccccc2)C(NC(=O)CCCN2CCCCC2=O)C1 (centres undefined)	14%	-6%	6.6µM*	-7	-4%	16	-8%
O=c1[nH]c(CSc2nc3ccccc3[nH]2)nc2c1cnn2-c1ccccc1	-20%	-4%	?	-4	5%	-2	-4%
COC(=O)/C(=C\Nc1ccc(OC)cc1)NC(=O)c1ccc(Cl)cc1Cl	-3%	3%	9%	39	0%	11	21%
Cn1c(SCC(=O)NC2CCCCC2)nnc1-c1ccncc1	18%	2%	?	-11	4%	-3	32%[activator]
COCCCNC(=O)c1ccc([N+](=O)[O-])c(Cl)c1	-1%[11.6 µM]	-1%	?	-9	-4%	-2	11%
COC(=O)c1cc(N=Cc2c(O)c3ccccc3oc2=O)cc(C(=O)OC)c1	-1%	0%	26%	11	-2%	0	48%[activator]
CCOc1ccc(C(C)=O)cc1CSc1nnnn1-c1ccc(O)cc1	5%	-3%	-12%	-20	2%	-1	-22%

Some of the entries above in another layout:
Cc1onc(-c2ccccc2)c1C(=O)N1CCN(S(=O)(=O)c2ccc(Cl)cc2)CC1
- AMA1 RON2 block = 2%
- Tb PYK inh = -8%
- Pf growth 96h = 15%
- Shiga inhibitor = -13
- LmPK inhibitor = -1%
- Cycloheximide cs = -4
- Pf growth 48h = 17%

C#CC(C)(C)NC(=S)NC1CC2C=CC1C2 (centres undefined)
- AMA1 RON2 block = 4%
- Tb PYK inh = 2%
- Pf growth 96h = ?
- Shiga inhibitor = -9
- LmPK inhibitor = 1%
- Cycloheximide cs = -3
- Pf growth 48h = ?

CC(=O)C1=C(C)Nc2ncnn2C1c1ccc(Cl)cc1Cl (centres undefined)
- AMA1 RON2 block = 0%
- Tb PYK inh = 1%
- Pf growth 96h = 14%
- Shiga inhibitor = 14
- LmPK inhibitor = 0%
- Cycloheximide cs = 11
- Pf growth 48h = ?

Back to the main list with the four entries that preceded the break.
SMILES	AMA1 RON2 block	Tb PYK inh	Pf growth 96h	Shiga inhibitor	LmPK inhibitor	Cycloheximide cs	Pf growth 48h
Cn1c(SCC(=O)NC2CCCCC2)nnc1-c1ccncc1	18%	2%	?	-11	4%	-3	32%[activator]
COCCCNC(=O)c1ccc([N+](=O)[O-])c(Cl)c1	-1%[11.6 µM]	-1%	?	-9	-4%	-2	11%
COC(=O)c1cc(N=Cc2c(O)c3ccccc3oc2=O)cc(C(=O)OC)c1	-1%	0%	26%	11	-2%	0	48%[activator]
CCOc1ccc(C(C)=O)cc1CSc1nnnn1-c1ccc(O)cc1	5%	-3%	-12%	-20	2%	-1	-22%
Cc1ccc(S(=O)(=O)NCC(=O)NCc2ccncc2)cc1	-5%	1%	1%	10	-3%	2	23%
O=C(NCCN1CCCCC1)Nc1ccc(F)cc1	2%	4%	?	-8	5%	-4	7%
CCOC(=O)C1CCN(Cc2cn(C)nc2-c2ccc(Oc3ccccc3)cc2)CC1	3%	-6%	-1%	5	-2%	-4	?
CCOc1ccc(NC(=O)CN(C)C(=O)c2cccnc2Sc2ccccc2Cl)cc1OCC	-4%	5%	13%	·	·	·	?
CC(C)c1nnc(NC(=O)C2CCCN2C(=O)Nc2ccccc2)s1 (centres undefined)	14%	-8%	3%	-7	-3%	-2	0%
O=C(C1CCCN(S(=O)(=O)Cc2ccccc2)C1)N1CCc2ccccc21 (centres undefined)	13%	-14%	6%	-19	1%	-2	·
O=C(CSc1nnc(-c2ccc(O)cc2)n1-c1ccccc1)CC(=O)Nc1ccccc1	17%	-17%	-12%	-7	1%	7	-18%
COc1ccccc1CNC(=O)CCCc1cn(C)c2ccccc12	-2%	12%	-4%	2	2%	6	-20%
CN1C(=O)N(C)C(=O)C2(Cc3ccccc3N3CCOCC32)C1=O (centres undefined)	-11%	-5%	27%	4	-2%	1	8%
COc1ccc(OC(C)=O)c(C2c3cc(OC)c(OC)cc3CCN2C(C)=O)c1 (centres undefined)	0%	2%	1%	-11	-2%	-3	-8%
CC1(c2ccccc2Cl)NC(=O)N(CC(=O)NCCC2=CCCCC2)C1=O (centres undefined)	-1%	1%	-11%	-1	6%	-1	-3%
COc1ccccc1C(=O)N1CCC(N2CCN(c3ccccc3)CC2)CC1	9%	4%	?	-4	-2%	-3	?
COc1cccc(NS(=O)(=O)c2c(C)nc3sccn3c2=O)c1	-2%	0%	-23%	2	2%	-1	-3%
COc1ccc(-n2c(C)c(C(C)=O)c3cc(OC(C)=O)ccc32)cc1	-2%	3%	-26%	-22	5%	-3	104%[activator]
O=C1NC(CCc2ccccc2)C(=O)N1CCOc1ccccc1 (centres undefined)	8%	-14%	17%	13	7%	-2	67%[activator]
O=C(N[C@@H](Cc1c[nH]c2ccccc12)C(=O)O)c1ccccc1Cl	5%	-8%	0%	-17	-2%	-1	3%
NC(=O)c1ccccc1NC(=O)/C=C/c1cccc(Cl)c1	2%	·	211%[activator]	118*	0%	45*	199%[activator]
O=C1CSC(c2ccccc2)N1Nc1nc(N2CCOCC2)nc(N2CCOCC2)n1 (centres undefined)	7%	-2%	·	-5	6%	5	?
Cc1ccc(NC(=O)C2CCCN(c3ncccn3)C2)cc1F (centres undefined)	-1%	-1%	-23%	54	6%	23*	61%[activator]
CCN(CC(=O)Nc1cccc(C(C)=O)c1)S(=O)(=O)c1ccc(OC)cc1	4%	-10%	·	-5	3%	-4	4%
O=C(NC1CCCC1)C(c1ccncc1)N(C(=O)Cc1cccs1)c1ccc(F)cc1 (centres undefined)	0%	0%	-28%	-17	-9%	-6	-5%
O=C(CP(=O)(O)CC(=O)c1ccccc1)c1ccccc1	-1%	-7%	-2%	-5	-2%	6	11%
CC1CCN(CCc2nc3cc(NC(=O)NC4CCCCC4)ccc3n2C)CC1	-1%	-9%	?	21	-3%	2	5%
Cc1ccc(NC(=O)c2noc3c2CCCCC3)cc1	-2%	11%	28%	83*	-7%	67*	13%
O=C(C#Cc1ccccc1)Nc1cccc(F)c1	17%	9%	379%[activator]	128*	0%	60*	?
